GPT2 inhibitor: inhibitors of human GPT2 alanine aminotransferase. Q8TD30. Recombinant GPT2, coupled pyruvate oxidase/HRP Amplex Red fluorescence. Potency, µM (doses to about 57.7 µM), for inactives: at the top dose activity change, negative = inhibition, hits mostly inhibitors. 100,000 compounds, 0.25% hits. AID 1671188; further: potency means the concentration at half of the fitted maximal effect; nearly all actives have a fitted effect of over 60% in size; many of its hits are not listed in these tables
Target sequence (Q8TD30 whole entry, looked up): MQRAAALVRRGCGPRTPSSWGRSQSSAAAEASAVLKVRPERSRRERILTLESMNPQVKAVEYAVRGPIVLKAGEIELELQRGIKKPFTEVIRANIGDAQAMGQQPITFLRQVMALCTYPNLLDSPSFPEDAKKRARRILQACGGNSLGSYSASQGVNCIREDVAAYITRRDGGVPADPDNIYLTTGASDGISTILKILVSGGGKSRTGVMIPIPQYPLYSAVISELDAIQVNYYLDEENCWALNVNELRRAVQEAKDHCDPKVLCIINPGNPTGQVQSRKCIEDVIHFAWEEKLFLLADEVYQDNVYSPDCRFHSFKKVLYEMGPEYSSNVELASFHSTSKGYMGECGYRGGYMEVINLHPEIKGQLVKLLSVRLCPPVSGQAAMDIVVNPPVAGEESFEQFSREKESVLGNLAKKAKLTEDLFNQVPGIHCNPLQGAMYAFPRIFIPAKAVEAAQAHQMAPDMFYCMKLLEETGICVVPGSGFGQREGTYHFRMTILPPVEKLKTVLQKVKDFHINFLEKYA
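Recombinant GPT2 (10ng/uL) with 250uM a-KG and 2mM L-alanine, 30 min at room temperature, in HEPES pH 7.5 buffer. Pyruvate detected by pyruvate oxidase/HRP/Amplex Red fluorescence after 30 min in the dark; AOA (50uM) as positive control.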
NIH3T3 tox: kills NIH 3T3 cells; NIH 3T3 viability, CellTiter-Glo ATP luminescence, 48-72 h; Potency, µM (titrated, usually from 96.7 µM), without a hit: at the top dose activity change, negative = cytotoxicity, most hits filed as inhibitors; 94,000 compounds, 4.3% hits; AID 1345082; further: potency means the concentration at half of the fitted maximal effect; nearly all actives have a fitted effect of over 55% in size
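Cells were seeded at 400 per well, treated with pin-transferred compound, and kept 48 or 72 hr at 37 °C before CellTiter-Glo addition and luminescence imaging of cellular ATP.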
SNCA viab count: cell viability loss counter-screen | HEK-293-SNCA-luc viability, GF-AFC fluorescence, 24 h | Potency, µM (series often up to 57.1 µM), for inactives: top-dose activity change, negative = cytotoxicity, hits mostly cytotoxic | 150,000 compounds, 0.12% hits | AID 1671193;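 further: potency means the concentration at half of the fitted maximal effect; 0% = DMSO-treated cells and -100% = medium-only wells without cells; nearly all actives have a fitted effect of over 30% in size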
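Cytotoxicity counterscreen: after 24 h compound treatment of genome-edited SNCA-luciferase HEK-293 cells, live-cell protease substrate GF-AFC read by fluorescence after 30 min; activity scaled between DMSO (0%) and medium-only (-100%), curves Hill-fitted.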
IP6K1 inh: inhibitors of human IP6K1; activity change, % (series mostly up to about 58 µM); IP6K1 kinase, ADP-Glo luminescence, 2 h; hits give low values; AID 1645851; 140,000 compounds, 0.81% hits; in the data active means activity change below about -25%
Target sequence (Q92551 whole entry, looked up): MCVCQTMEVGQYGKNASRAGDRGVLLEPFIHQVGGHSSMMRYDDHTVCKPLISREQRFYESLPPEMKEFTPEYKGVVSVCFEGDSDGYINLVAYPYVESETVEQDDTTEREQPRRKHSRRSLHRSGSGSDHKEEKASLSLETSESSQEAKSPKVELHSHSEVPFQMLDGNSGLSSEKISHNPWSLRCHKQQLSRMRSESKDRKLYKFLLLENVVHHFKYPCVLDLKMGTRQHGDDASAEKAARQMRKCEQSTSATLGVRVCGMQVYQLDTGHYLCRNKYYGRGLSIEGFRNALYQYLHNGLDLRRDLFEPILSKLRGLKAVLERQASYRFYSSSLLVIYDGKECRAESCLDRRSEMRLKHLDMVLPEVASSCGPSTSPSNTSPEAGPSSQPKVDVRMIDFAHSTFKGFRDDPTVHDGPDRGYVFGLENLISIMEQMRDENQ
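ADP-Glo luminescence measures ADP made by human IP6K1 during a 2 h RT reaction with ATP/IP6 (mix at 1.3 mM/130 uM); top library doses 57.5 and 19.1 uM final.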
SNCA expr inh: SNCA gene expression inhibition; Potency, µM (series often up to 57.2 µM), inactives show top-dose activity change, negative = inhibition, hits mostly inhibitors; HEK-293 SNCA-luciferase knock-in, luminescence, 24 h; 140,000 compounds, 0.17% hits;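 further: potency means the concentration at half of the fitted maximal effect; plate controls were DMSO cells for no effect and cell-free wells for full effect; nearly all actives have a fitted effect of over 45% in size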
HEK293 tox: HEK 293 cell cytotoxicity. HEK 293 viability, ATP luminescence (CellTiter-Glo), 48-72 h. AID 1345083. Potency, µM (titrated, usually from 115 µM), inactives show at the highest dose activity change, negative = cytotoxicity, usual class: inhibitors. 94,000 compounds, 6.6% hits; further: potency means the concentration at half of the fitted maximal effect; nearly all actives have a fitted effect of over 60% in size
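HEK 293 seeded at 250 cells/well receive compound via pintool. After 48 or 72 hr at 37 degree Celsius, 5% CO2 and 95% humidity, CellTiter-Glo is dispensed and luminescence read following 10 min at room temperature.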
Luciferase inh: Photinus pyralis luciferase inhibition; AID 1347043; Potency, µM (highest dose often 115 µM), without a hit: at the top dose activity change, negative = inhibition, usual class: inhibitors; 76,000 compounds, 2.5% hits; purified P. pyralis luciferase, luminescence, biochemical; further: potency means the concentration at half of the fitted maximal effect; nearly all actives have a fitted effect of over 65% in size
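Inhibitors were tested against purified firefly luciferase in a biochemical, low-substrate format (both substrates at 10uM) and luminescence measured with a CCD imager.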
* hit, by the source's call; i = inactive; ? = inconclusive; . = no result given; [ ] = dose if it differs, or a comment. Unless noted, the call rests on the fitted dose curve; in most records, active means well fitted curve in the direction sought with a large enough effect; inconclusive means small, poorly fitted or top-dose-only effect, or another doubt; inactive means no such curve, though single readings can be large; an effect the other way counts as inactive or inconclusive. Unless noted, on the % scale 0 is the no-effect control and ±100 the full control effect.

1) CCN1c2cc(C(=O)Nc3cccc(C(F)(F)F)c3)ccc2C(=O)N2CCCC21 (centres undefined)
2) COc1ccccc1CC(=O)N1CCCc2ncc(C(=O)Nc3cccc(C(F)(F)F)c3)cc21
3) CCOc1ccc(NC(=O)N(C(C)C)C2CCN(C(C)=O)CC2)cc1
4) CC(=O)NNc1ncnc2c1cnn2-c1ccccc1
5) CNC(=O)c1cc(C)nc2onc(C3CCCN3[S+](=O)([O-])c3ccc(C)cc3)c12 (centres undefined)
6) CCc1nnc2c(Nc3cccc(F)c3)nc3ccc(C(=O)c4ccccc4)cc3n12
7) O=C1NCC2(CCN(Cc3ccsc3)CC2)Oc2ccccc21
8) C#CCNC(=O)C1CCN(C(=O)C2CN(c3ccc(OC)cc3)C(=O)N2)C1 (centres undefined)
Assay by compound	1	2	3	4	5	6	7	8
GPT2 inhibitor	i	?	.	.	.	.	i	i
NIH3T3 tox	35µM*	?	.	.	-25%	.	i	5%
SNCA viab count	-6%[12.5 µM]	-12%	4%	2%	.	-17%	-3%	9%
IP6K1 inh	2	5	13	42	-4	30	-12	3
SNCA expr inh	-18%	3%	-4%	-9%	.	-19%	-18%	-2%
HEK293 tox	?	50µM*	.	.	-2%	.	-4%	-11%
Luciferase inh	5%	3%	.	.	.	.	.	-6%

9) CCOc1ccc(CCNC(=O)CCCc2nnc3n(CC)c(=O)c4sccc4n23)cc1
10) Cc1ccc(Cl)cc1N1CCN(C(=O)c2cnn(C)c2C2CCN(C(=O)OC(C)(C)C)CC2)CC1
11) COCCn1c(CO)nnc1C1CC(NC(=O)c2cccc(C#N)c2)C1 (centres undefined)
12) COc1ccc(S(=O)(=O)N2CCC3(CC2)CC(CC(=O)N2CCCC2)CCO3)cc1 (centres undefined)
13) O=S(=O)(c1ccc(F)cc1)N(Cc1nc(-c2ccc(Cl)cc2)no1)C1CCCCC1
14) C[C@@H]1CC[C@]2(C(=O)O)CC[C@]3(C(=O)O)C(=CCC4[C@@]5(C)CC[C@H](O[C@@H]6O[C@@H](C)[C@H](O[C@@H]7O[C@H](CO)[C@@H](O)[C@H](O)[C@H]7O)[C@@H](O)[C@H]6O)C(C)(C)C5CC[C@]43C)C2[C@H]1C (some centres undefined)
15) COc1ccc(CCNC(=O)c2ccc(Cn3c(=O)c4cccn4c4cccnc43)cc2)cc1OC
16) COc1ccc(NC(=O)Cn2nc3c(cc2=O)CCCC3)cc1Cl
Assay by compound	9	10	11	12	13	14	15	16
GPT2 inhibitor	.	.	3%	-10%	.	i	.	.
NIH3T3 tox	.	.	i	?	.	.	.	.
SNCA viab count	?	?	-2%	3%	5%	2%[23.9 µM]	-2%	-6%
IP6K1 inh	5	-4	5	33	-16	3	13	-8
SNCA expr inh	3%	?	?	12%	?	.	-1%	3%
HEK293 tox	.	.	-1%	?	.	.	.	.
Luciferase inh	.	.	-9%	2%	.	.	.	.

17) Cc1oc(-c2ccccc2)nc1Cn1ccn2nc3c(c2c1=O)CCCC3
18) COC1CCOC2(CCN(C(=O)c3ccoc3)CC2)C1 (centres undefined)
19) O=C1[C@H]2CN(Cc3cc(F)c(F)cc3F)C[C@H]2C(=O)N1Cc1ccc2c(c1)OCO2
20) O=C(CSc1nc2ccccc2nc1Cc1ccccc1F)Nc1cccc(C(F)(F)F)c1
21) CN(C)c1ccc(-c2nc(-c3cccs3)c(-c3cccs3)[nH]2)cc1
22) CCC(=O)Oc1c(Sc2ccc(C)cc2)c(C)nn1-c1ccccc1
23) CN1CCN(Cc2c(O)ccc3cc(-c4ccccc4)c(=O)oc23)CC1
24) COc1ccc(CN2C(=O)[C@H](OC)[C@@H]2C2=CCN(C(=O)C3CCCC3)CC2)cc1
Assay by compound	17	18	19	20	21	22	23	24
GPT2 inhibitor	-2%	i	i	.	.	.	.	i
NIH3T3 tox	-11%	i	-22%	.	.	.	.	?
SNCA viab count	2%	2%[12.5 µM]	2%	10%	-16%	9%	?	27%
IP6K1 inh	-6	4	10	-10	-16	25	8	9
SNCA expr inh	-4%	-5%	3%	0%	-6%	-29%	14%	22%
HEK293 tox	-30%	5%	?	.	.	.	.	?
Luciferase inh	7%	-9%	10%	.	.	.	.	.

Given with two lines to a compound: part of the list above.
Results follow in this order: GPT2 inhibitor	NIH3T3 tox	SNCA viab count	IP6K1 inh	SNCA expr inh	HEK293 tox	Luciferase inh
17	Cc1oc(-c2ccccc2)nc1Cn1ccn2nc3c(c2c1=O)CCCC3
    -2%	-11%	2%	-6	-4%	-30%	7%
18	COC1CCOC2(CCN(C(=O)c3ccoc3)CC2)C1 (centres undefined)
    i	i	2%[12.5 µM]	4	-5%	5%	-9%

Continuation.
25) CCNC(=O)OC1CCN(C(=O)Cc2ccc(F)cc2)CC(=O)N(C)c2ccccc21 (centres undefined)
26) O=C(CN1CCOCC1)N1CC2CC(C1)[C@H]1CCCC(=O)N1C2 (some centres undefined)
27) O=C(c1ccc2nccn2c1)N1CCC(C(O)CCc2ccccc2)CC1 (centres undefined)
28) Cc1ccc(S(=O)(=O)c2cn(CC(=O)Nc3ccc4c(c3)OCO4)c3ccccc3c2=O)cc1
29) O=S(=O)(NCCS(=O)(=O)N1CCN(c2cccc(Cl)c2)CC1)c1ccc(F)cc1
30) COC(=O)c1c(NC(=O)Cc2coc3ccc(C)cc23)sc2c1CCC2
31) CC1=NOC2(CCN(Cc3ccc(N(C)C)cc3)CC2)C1
32) COc1cc(OC)c(C2CC(=O)Nc3ccc4ccccc4c32)cc1OC (centres undefined)
Assay by compound	25	26	27	28	29	30	31	32
GPT2 inhibitor	.	i	4%	.	.	.	3%[88.5 µM]	.
NIH3T3 tox	?	-10%	?	.	.	.	-22%[138 µM]	.
SNCA viab count	.	3%	-1%	-15%	9%	-4%	-11%[87.6 µM]	0%
IP6K1 inh	2	1	-1	5	27	-9	7	17
SNCA expr inh	.	-3%	-6%	-6%	-19%	33%[activator]	-4%[87.6 µM]	9%
HEK293 tox	-1%	2%	-33%	.	.	.	-14%[172 µM]	.
Luciferase inh	.	-11%	-2%	.	.	.	2%[172 µM]	.

33) COc1ccc(OC)c(CNC(=O)CCC2CCN(S(=O)(=O)c3ccccc3)CC2)c1
34) Cc1ccc([C@@H]2CN(c3cc(N4CCC(O)CC4)ncn3)C[C@H]2N(C)C)cc1
35) CCCCN1C(=O)[C@@H]2C[C@@H](O)CN2C2(CN(C3CCC(F)(F)CC3)C2)C1=O
36) COc1ccc(NC(=O)N[C@H]2C[C@@H](C(=O)N[C@@H](Cc3cccs3)C(N)=O)N(C(=O)CSC)C2)cc1
37) CCCCN1C(=O)C(O)(CC(=O)c2ccc(C)cc2C)c2cc(Br)ccc21 (centres undefined)
38) CCCCNC(=O)CCCCCn1c(=O)[nH]c2ccccc2c1=O
39) Cc1cccc(-c2nc3cnccn3c2NCCC(=O)NCc2ccc(F)c(Cl)c2)c1
40) CCOCCCNC(=O)c1[nH]c2cc(OC)ccc2c1Sc1ccccc1
Assay by compound	33	34	35	36	37	38	39	40
GPT2 inhibitor	-9%	i	?	-1%	.	.	?	.
NIH3T3 tox	-13%	i	-20%[174 µM]	3%	.	.	?	.
SNCA viab count	1%	2%	1%[87.6 µM]	2%	-23%	-6%	?	-6%
IP6K1 inh	12	15	-11	-3	10	23	19	9
SNCA expr inh	6%	51%[activator]	3%[87.6 µM]	20%	-17%	-26%	0%	-1%
HEK293 tox	-29%	0%	-5%[172 µM]	-2%	.	.	?	.
Luciferase inh	1%	-4%	2%[172 µM]	0%	.	.	?	.

41) O=C1NC2(CCN(Cc3ccncc3)CC2)COc2ccccc21
42) CCCNC(=O)c1cc2c(s1)CCN(C(C)=O)C2
43) O=C(NCc1ccc(Cl)cc1)C(=O)NCC(c1cccs1)S(=O)(=O)c1ccc(Cl)cc1 (centres undefined)
44) CC(C)(Oc1ccc(Cl)cc1)C(=O)Nc1ccc(-c2nc3ncccc3o2)cc1
45) CC(C)c1cc(CNC(=O)c2ccc(OC3CCN(C(=O)C4CC4)CC3)cc2)on1
46) O=C(CSC1=Nc2ccccc2N=C(c2ccc(F)cc2)C1)Nc1cc(F)ccc1F
47) CC(=O)N1CCCc2cc(S(=O)(=O)N(C)CC(=O)Nc3ccc(F)cc3Cl)ccc21
48) COc1ccccc1-c1cccc(CN2CCC(N[S+](=O)([O-])c3cccs3)CC2)c1
Assay by compound	41	42	43	44	45	46	47	48
GPT2 inhibitor	i	i	.	.	-19%	.	.	3%
NIH3T3 tox	4%[138 µM]	-17%	.	.	-29%	.	.	?
SNCA viab count	13%[87.6 µM]	1%	-8%	-8%	0%	-4%	-2%	0%
IP6K1 inh	-6	5	43	-6	-1	35	-6	-9
SNCA expr inh	3%[87.6 µM]	9%	-3%	4%	-9%	-4%	-14%	13%
HEK293 tox	-6%[172 µM]	-6%	.	.	?	.	.	?
Luciferase inh	6%[172 µM]	-8%	.	.	-19%	.	.	.

49) O=C(CN1CC2CC(C1)[C@H]1CCCC(=O)N1C2)NCCCN1CCCC1=O (some centres undefined)
50) Cc1cccnc1NCCNC(=O)c1ccc(S(N)(=O)=O)cc1
51) CN(Cc1ccccc1)Cc1nc2c(n1Cc1ccccc1)C(=O)N(Cc1cccc(Cl)c1)CCN2
52) CN(C)c1nc2c(c(=O)[nH]1)CCN(Cc1ccccc1Cl)CC2
53) Cc1nnc2ccc(N3CCN(C(=O)c4cccnc4)CC3)nn12
54) COc1ccc(CN2CC[C@@](O)(C3CC3)[C@H](C)C2)cc1CN1CCCC1
55) CC(=O)Nc1ccc(NS(=O)(=O)c2cc3c4c(c2)CC(=O)N4CCC3)cc1
56) COc1ccc(S(=O)(=O)c2c(Nc3cccc(C)c3C)sc(C(=O)c3ccccc3)c2N)cc1
57) O=C(c1ccccc1F)N1CCC(C(=O)N2CCCC(c3nc4ncccc4[nH]3)C2)CC1 (centres undefined)
58) Cc1ccc(Cn2c(CN3CCC(C(=O)NCC(C)c4ccccc4)CC3)cc3ccccc32)cc1 (centres undefined)
59) Cc1cc(C)n(CCC(=O)Nc2ccc(Cl)cc2)n1
Assay by compound	49	50	51	52	53	54	55	56	57	58	59
GPT2 inhibitor	-35%	i	-5%	4%	.	-1%	.	.	i	.	.
NIH3T3 tox	i	-7%	?	-8%	-11%[138 µM]	?	.	.	-21%	.	.
SNCA viab count	-2%	10%	?	-2%	.	-17%	-10%	-13%	-3%	5%	10%
IP6K1 inh	6	-8	-18	15	3	1	17	-3	8	38	-3
SNCA expr inh	-3%	3%	?	0%	.	-22%	-11%	-12%	7%	?	51%[activator]
HEK293 tox	1%	0%	?	-8%	-1%[172 µM]	?	.	.	-10%	.	.
Luciferase inh	-9%	-6%	-7%	0%	.	8%	.	.	.	.	.

Screens from PubChem BioAssay.
